Screens (PubChem)
Bcl-B TR3 displacers: displacers of TR3 peptide from Bcl-B, primary screen, selectivity assay for Bfl-1 inhibitor project, biochemical, fluorescence polarization. Bcl-2-like protein 10 (Homo sapiens). FP displacement of FITC-TR3 peptide from Bcl-B; higher % means a stronger effect. displacement, % at 20 µM, or IC50 in µM where a hit was titrated. 96,000 tested, 0.11% active;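 active = displacement above 50% at 20 µM plus a fluorescence interference ratio under 1.5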;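 note: plate controls were wells without compound for no effect and wells lacking Bcl-B protein for full effect; a part of the inactive calls stands beside numbers as strong as those of hits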
IL1B NFkB pot: enhancers of NFkB p65 translocation in HUVEC – imaging, IL-1B stimulus, high-content imaging, primary screen; HUVEC IL-1B NFkB p65 nuclear translocation imaging; activation, % at 2 µM; AID 819, 2007; 94,000 tested, 0.3% active;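 active = activation above 40%, about the mean plus 3 SD, also judged a hit on visual image review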;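 note: percent activation is computed from the nuclear over cytoplasmic p65 intensity ratio; values of inactives mirror those of a sister screen read the other way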
NFkB transloc inh: inhibitors of IL-1B driven NFkB p65 nuclear import, primary screen, imaging, HUVEC, IL-1B stimulus, high-content imaging. inhibition, % at 2 µM. HUVEC IL-1B NFkB p65 nuclear translocation imaging. 94,000 tested, 0.43% active. AID 796, 2007;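 active = inhibition above about 30% together with a positive call from visual inspection of the well image, limit read from the data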;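 note: nuclear over cytoplasmic p65 intensity ratio measured by imaging; 0% = IL-1B stimulated DMSO wells and 100% = unstimulated DMSO wells; values of inactives mirror those of a sister screen read the other way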
MRP reversal: reversal of MRP1-mediated doxorubicin resistance, primary screen, H69AR cells, doxorubicin co-treatment; differential viability (reversal), % at 10 µM; 85,000 tested, 0.04% active; H69AR cells + 2 uM doxorubicin, CellTiter-Glo, 72 h;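 active = viability drop by adding the cancer drug above about 55%, with treated viability meeting a 40% cutoff, limit read from the data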;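 note: viability without doxorubicin minus viability with 2 µM doxorubicin for each compound; larger differential means the compound sensitizes cells more to doxorubicin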
PLAP inhibitors HTS: PLAP enzyme inhibitors, biochemical, luminescence, HTS (AID 690). Alkaline phosphatase, placental type (Homo sapiens). purified PLAP, luminescent substrate; higher % means a stronger effect. one-dose inhibition, % at 20 µM; IC50 in µM for titrated hits. 96,000 tested, 0.08% active; in the data active = a potency from the dose series; inactive = the rest, 99 in 100 with inhibition below about 30%; note: strong numbers were not always called active
MRP reversal cytotoxicity: also measured in MRP reversal; calls as there; viability, %; H69AR cells, CellTiter-Glo, 72 h; measured here: cytotoxicity without doxorubicin
MRP reversal with doxorubicin: recorded beside MRP reversal, whose call it bears; viability, %; measured here: viability with 2 uM doxorubicin; stronger effect = lower value
NFkB transloc inh cell count 2 µM: recorded beside NFkB transloc inh, whose call it bears; cell count; measured here: cells passing quality filter;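 raw number of nuclei counted in each imaged well without normalization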
IL1B NFkB pot cell count 2 µM: second read-out of IL1B NFkB pot, no call of its own (marks repeat the call); cell count; measured here: cells passing quality filter
Starred values were filed as active, the others as inactive; . = not tested or not shown.

mol	Bcl-B TR3 displacers	IL1B NFkB pot	IL1B NFkB pot cell count 2 µM	NFkB transloc inh	NFkB transloc inh cell count 2 µM	MRP reversal	MRP reversal cytotoxicity	MRP reversal with doxorubicin	PLAP inhibitors HTS
Cc1cc(=O)[nH]c(N2CCc3ccccc3C2)n1	-4%	-5	163	5	163	12	109	98	0%
CCOC(=O)c1c(NC(=O)Nc2ccccc2)sc(C)c1C	-9%	14	178	-14	178	-14	68	82	9%
O=c1cc(CN2CCN(c3ccccc3)CC2)c2cc(O)c(-c3ccccc3)cc2o1	-33%	21	62	-21	62	-7	5	12	5%
CC12CC(NC(=O)N1Cc1ccccc1)c1ccccc1O2 (stereo not drawn)	3%	7	120	-7	120	-7	100	107	-5%
c1ccc2c(c1)nc(N1CCOCC1)c1c3ccccc3[nH]c21	2%	15	128	-15	128	-2	75	77	9%
Cc1ccc(OCC(=O)NCc2ccco2)cc1C	-8%	16	151	-16	151	0	71	72	-57%
Cc1nc(C)c(-c2csc(Nc3cccnc3)n2)s1	11%	18	162	-18	162	-7	50	57	25%
O=C(O)c1ccccc1OCCOCCOc1ccccc1C(=O)O	8%	-10	167	10	167	-8	101	109	-86%
CCOC(=O)c1sc(-c2ccc(Br)cc2)cc1N	-2%	11	132	-11	132	18	96	78	3%
Cc1cccc(CN2CCC(CNC(=O)C3CCCN(S(=O)(=O)c4cnc[nH]4)C3)CC2)c1 (stereo not drawn)	1%	.	.	.	.	3	98	95	-45%
CCOc1cc2[nH]c(=S)n(CCOC)c(=O)c2cc1OCC	2%	.	.	.	.	6	100	94	-13%
CCN1CCCC1CNC(=O)CSCc1nc(-c2ccccc2C)oc1C (stereo not drawn)	-4%	4	84	-2	84	31	99	68	-25%
COc1cccc(C(=O)Nc2nc3ccccc3[nH]2)c1	-24%	30	211	-30	211	-30	32	61	-14%
O=C(CSc1nnc(-c2ccccc2NC(=O)c2ccccc2)o1)OC1CCCCC1	.	-3	117	3	117	-5	52	57	.
CCOC(=O)c1cnn(-c2ccc(C)cc2)c1N	2%	0	145	0	145	.	.	.	17%
CCCn1c(N)c(C(=O)CSc2nnc(C)n2Cc2ccccc2)c(=O)n(C)c1=O	-14%	8	130	-8	130	2	85	83	-47%
COc1ccc(OCC(=O)c2c(O)c3ccccc3oc2=O)cc1	6%	-13	8	13	8	-7	91	98	-21%
O=C(Nc1ccc(Cl)c(Cl)c1)C1=Cc2ccccc2OC1	14%	12	168	-12	168	4	16	12	16%
CCOC(=O)C1CCN(C(=O)CSC2=NCCS2)CC1	-23%	.	.	.	.	17	95	78	-56%
C1CN(c2nc3nonc3nc2N2CCOCC2)CCO1	8%	.	.	.	.	-8	90	98	-5%

Some of these compounds in order of count of non-hydrogen atoms, lowest first:
mol	Bcl-B TR3 displacers	IL1B NFkB pot	IL1B NFkB pot cell count 2 µM	NFkB transloc inh	NFkB transloc inh cell count 2 µM	MRP reversal	MRP reversal cytotoxicity	MRP reversal with doxorubicin	PLAP inhibitors HTS
CCOC(=O)c1cnn(-c2ccc(C)cc2)c1N	2%	0	145	0	145	.	.	.	17%
Cc1ccc(OCC(=O)NCc2ccco2)cc1C	-8%	16	151	-16	151	0	71	72	-57%
COc1cccc(C(=O)Nc2nc3ccccc3[nH]2)c1	-24%	30	211	-30	211	-30	32	61	-14%
C1CN(c2nc3nonc3nc2N2CCOCC2)CCO1	8%	.	.	.	.	-8	90	98	-5%
CC12CC(NC(=O)N1Cc1ccccc1)c1ccccc1O2 (stereo not drawn)	3%	7	120	-7	120	-7	100	107	-5%
c1ccc2c(c1)nc(N1CCOCC1)c1c3ccccc3[nH]c21	2%	15	128	-15	128	-2	75	77	9%
COc1ccc(OCC(=O)c2c(O)c3ccccc3oc2=O)cc1	6%	-13	8	13	8	-7	91	98	-21%
O=C(O)c1ccccc1OCCOCCOc1ccccc1C(=O)O	8%	-10	167	10	167	-8	101	109	-86%
CCN1CCCC1CNC(=O)CSCc1nc(-c2ccccc2C)oc1C (stereo not drawn)	-4%	4	84	-2	84	31	99	68	-25%
CCCn1c(N)c(C(=O)CSc2nnc(C)n2Cc2ccccc2)c(=O)n(C)c1=O	-14%	8	130	-8	130	2	85	83	-47%
O=C(CSc1nnc(-c2ccccc2NC(=O)c2ccccc2)o1)OC1CCCCC1	.	-3	117	3	117	-5	52	57	.
Cc1cccc(CN2CCC(CNC(=O)C3CCCN(S(=O)(=O)c4cnc[nH]4)C3)CC2)c1 (stereo not drawn)	1%	.	.	.	.	3	98	95	-45%

Next part.
mol	Bcl-B TR3 displacers	IL1B NFkB pot	IL1B NFkB pot cell count 2 µM	NFkB transloc inh	NFkB transloc inh cell count 2 µM	MRP reversal	MRP reversal cytotoxicity	MRP reversal with doxorubicin	PLAP inhibitors HTS
Cc1cccc(C)c1OC(=O)CN(c1ccc(Cl)cc1)S(C)(=O)=O	0%	.	.	.	.	.	.	.	-1%
O=C(O)c1ccc(CSc2ncn[nH]2)cc1	4%	12	122	-12	122	21	105	83	2%
COC(=O)NC1CSCC1OC(=O)CN1C(=O)c2ccccc2C1=O (stereo not drawn)	-9%	.	.	.	.	-6	102	107	-7%
CC1(C)C2(C#N)C(N)=NC3(OCCO3)C12C#N (stereo not drawn)	-2%	5	175	-5	175	2	88	85	14%
O=C(Cn1cnc2c(nnn2Cc2ccc(Cl)cc2)c1=O)OCc1ccccc1	.	3	126	-3	126	6	90	84	.
COC(=O)Cn1c2c(c3cc(C)ccc31)CCCC2	47%	.	.	.	.	13	102	89	-26%
O=c1c2ccccc2nc(-c2ccccc2)n1Cc1ccc(Cl)cc1	9%	-5	131	5	131	.	.	.	-58%
CN1C(=O)CC(N2CCN(C(=O)c3ccccc3)CC2)C1=O (stereo not drawn)	4%	-15	189	15	189	-4	102	106	-3%
Cc1cc(C)n(-c2ccc(OCC(=O)O)nn2)n1	1%	0	133	0	133	1	92	91	8%
O=c1[nH]c2ccc(Cl)cc2c(-c2ccccc2)c1CN1CCOCC1	8%	113*	182*	-113	182	-135	101	236	-89%
COC(=O)c1sccc1NC(=O)c1cc(C)on1	-3%	1	107	-1	107	-2	66	69	0%
Cc1ccc(C(C)C)c(OC(=O)/C=C/c2ccccc2)c1	1%	6	142	-6	142	.	.	.	8%
COc1ccc(-c2nc(CC(=O)O)cs2)cc1OC	-1%	5	165	-5	165	-4	95	99	14%
CC(C)c1cc(C(=O)Nc2cc(Br)ccc2O)no1	-17%	-8	59	8	59	-6	73	78	6%
COC(=O)c1c(N)c2ccccc2[nH]c1=O	-4%	.	.	.	.	-11	85	96	8%
CN(C)S(=O)(=O)N1CCN(C(=O)c2ccccc2)CC1	-13%	13	213	-13	213	5	95	90	14%
CCOC(=O)C1=C(C)N=C2SC(C(=O)OC)=CC(=O)N2C1c1cccc(OC)c1 (stereo not drawn)	-3%	-5	136	-12	175	.	.	.	-34%
CSc1nc(O)c(C2OC(=O)c3ccccc32)c(=O)[nH]1 (stereo not drawn)	-2%	-11	71	12	71	1	95	93	17%
Cc1ccc2nc(NC(=O)CN(C)S(=O)(=O)c3cccc4nsnc34)sc2c1	7%	37	96	-37	96	-8	12	20	10%
Cc1ccc(N=Cc2c(O)n(-c3cc(Cl)ccc3N3CCOCC3)c(=O)c3ccccc23)cc1C	-30%	7	152	-7	152	-8	74	82	-50%

Structural class: the entries above containing bromine.
mol	Bcl-B TR3 displacers	IL1B NFkB pot	IL1B NFkB pot cell count 2 µM	NFkB transloc inh	NFkB transloc inh cell count 2 µM	MRP reversal	MRP reversal cytotoxicity	MRP reversal with doxorubicin	PLAP inhibitors HTS
CCOC(=O)c1sc(-c2ccc(Br)cc2)cc1N	-2%	11	132	-11	132	18	96	78	3%
CC(C)c1cc(C(=O)Nc2cc(Br)ccc2O)no1	-17%	-8	59	8	59	-6	73	78	6%

(listing goes on)
mol	Bcl-B TR3 displacers	IL1B NFkB pot	IL1B NFkB pot cell count 2 µM	NFkB transloc inh	NFkB transloc inh cell count 2 µM	MRP reversal	MRP reversal cytotoxicity	MRP reversal with doxorubicin	PLAP inhibitors HTS
CC(C)Cn1cc(C(=O)NCCCOC(C)C)c2c3ccccc3n(C)c2c1=O	-13%	8	194	-8	194	10	82	73	-4%
Cc1cccc(NS(=O)(=O)c2ccc(C3CCCCC3)cc2)n1	-9%	27	80	-27	80	12	101	90	-54%
Cc1c(NC(=O)CN2CCN(C(=O)c3ccco3)CC2)c(=O)n(-c2ccccc2)n1C	2%	11	128	-11	128	-3	90	93	-9%
Cc1ccc(C)c(SCC(=O)NCc2ccco2)c1	4%	18	133	-18	133	-26	49	75	13%
Nn1c(SCC(=O)Nc2ccc3c(c2)OCO3)nnc1-c1cccc(Cl)c1	14%	-12	172	12	172	.	.	.	3%
O=c1c(=NNc2ccccc2Cl)c(=O)c2ccccc12	0%	12	145	-12	145	.	.	.	28%
CCOC(=O)c1[nH]cnc1C(=O)NC1CCCCC1	-3%	18	79	-18	79	-15	77	92	-120%
COc1ccc(CC(=O)Nc2ccc(-c3nnc(-c4ccccc4)o3)cc2)cc1OC	-27%	-91	161	91*	161*	-17	78	96	-15%
O=S(=O)(Nc1ccc2c(c1)oc1ccccc12)N1CCCC1	0%	1	170	-1	170	-2	74	76	-3%
COc1ccc(OC2C(=O)N(Cc3ccc(F)cc3)C2c2ccc(OC)c(OC)c2)cc1 (stereo not drawn)	-4%	21	100	-21	100	.	.	.	-42%
O=C(Nc1ccc(Cl)cn1)c1ccc(-c2ccc(Cl)c(Cl)c2)o1	.	0	129	0	129	.	.	.	.
COc1ccc(CN2C(=O)c3ccccc3C(/C=N\OCc3ccc(F)cc3)C2=O)cc1 (stereo not drawn)	-18%	2	151	-2	151	.	.	.	-26%
COC(=O)Cn1ncn2cccc2c1=O	1%	14	116	-14	116	1	101	100	12%
Clc1ccc(C(c2nnnn2C2CCCCC2)N(Cc2cccnc2)Cc2ccco2)cc1 (stereo not drawn)	.	10	142	-10	142	-15	36	51	.
Clc1ccc2nc(-c3ccccc3)c(CN3CCOCC3)n2c1	1%	24	188	-24	188	.	.	.	6%
CCOC(=O)NC(Nc1ccc(S(N)(=O)=O)cc1)(C(=O)OCC)C(F)(F)F (stereo not drawn)	-17%	8	121	-8	121	-4	98	102	3%
NC(=O)NC(c1ccccc1)c1cccc2ccccc12 (stereo not drawn)	-1%	.	.	.	.	16	96	80	19%
COc1cc(NS(=O)(=O)c2ccc(N/C=C\C(=O)c3ccc(C)cc3)cc2)nc(OC)n1	.	0	180	0	180	.	.	.	.
c1ccc2c(c1)nc1n2C2(N3CCOCC3)CCCC2C1N1CCOCC1 (stereo not drawn)	14%	.	.	.	.	31	103	72	-49%
COc1ccc(-n2nc(C(=O)NCC(=O)N3CCN(C)CC3)c3ccccc3c2=O)cc1OC	-4%	-10	157	10	157	-8	93	100	-46%
CC1CCCCN1CCNC(=O)c1ccc2c(=O)n(CCc3ccccc3)c(=O)[nH]c2c1 (stereo not drawn)	-3%	12	161	-12	161	10	91	81	5%
CCCOn1c(OCC(C)C)nc2ccccc2c1=O	1%	-2	93	2	93	-2	77	78	12%
Cc1ccc(-c2nnc3c4ccccc4c(C)nn23)cc1S(=O)(=O)N1CCN(CCO)CC1	0%	23	146	-23	146	12	59	47	-35%
Cc1ccc(OCC(=O)O)c(-n2nc3ccccc3n2)c1	0%	15	184	-15	184	11	98	87	-2%
COc1ccc(OCCOCCN2CCc3ccccc3C2)cc1	-24%	12	183	-12	183	.	.	.	-66%
CC(OC(=O)c1cccc(NS(C)(=O)=O)c1)C(=O)Nc1ccc(N2CCOCC2)cc1 (stereo not drawn)	-7%	17	148	-18	148	7	94	87	-8%
CCOc1ccc2nc(SCC(=O)NC(=O)NCc3ccco3)[nH]c2c1	-12%	3	136	-3	136	15	102	87	-66%

Some of the compounds tested. The share of hits here may be higher or lower than overall.
